High-throughput results deposited in PubChem by several laboratories.
TRPC6 inhibitor: inhibitors of mouse TRPC6 channel; B-score at 10 µM; 1.1% of 310,000 active; HEK293-TRPC6, membrane potential dye, ACh-evoked depolarization; hits give low values;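 active = B-score under library mean minus 3 SD, initial fluorescence not abnormally high, positive integrated signal ratio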;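 note: B-score derived from integrated fluorescence ratio over the kinetic read; more negative B-score means stronger inhibition of depolarization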
TRPC4 potent: allosteric potentiators of mouse TRPC4 channel; HEK293 TRPC4beta/mu-opioid, DAMGO EC20, Fluo-4 Ca2+ flux; hits give high values; 0.42% of 310,000 active; B-score at 10 µM; Q9QUQ5;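 active = B-score of calcium response area above 5 SD of library B-scores, with initial fluorescence ratio within 5 SD of library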;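 note: B-score of integrated fluorescence ratio over time as area under calcium response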
MrgX1 ag: human MrgX1 receptor agonism, primary screen; Q96LB2; MrgX1-HEK293 cells, Fluo-4 calcium fluorescence, agonist mode; hits give high values; B-score at 10 µM; 0.44% of 310,000 active; AID 588627;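 active = calcium response B-score plate-corrected fluorescence ratio at least 3 library SD, with starting fluorescence B-score inside 5 SD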
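System – MrgX1-expressing HEK293 cells · Incubation – cells plated overnight, dye loaded 0.5 h 37 °C, 0.5 h room temperature · Technique – kinetic Fluo-4 NW fluorescence of intracellular calcium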
TRPC4 agonist: activators of mouse TRPC4 channel | HEK293 TRPC4beta/mu-opioid, Fluo4 calcium fluorescence; hits give high values | Q9QUQ5 | AID 2237 | 0.49% of 310,000 active | B-score at 10 µM;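 active = B-score above 5 SD of library B-scores, and initial fluorescence ratio not above library mean plus 5 SD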;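 note: positive B-score marks a calcium rise read as TRPC4 activation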
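Assay system – TRPC4beta and mu-opioid receptor HEK293 stable cells · Measured by – Fluo4 fluorescence, kinetic · Schedule – dye loading 45 min room temperature, 110 s kinetic read · Read-out – B-scored integrated calcium fluorescence ratio · Controls – buffer and maximal DAMGO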
ANO1 activ: activators or potentiators of mouse TMEM16A chloride channel. 0.3% of 340,000 active. Q8BHY3. HEK293 TMEM16A/YFP-H148Q/I152L, iodide quench fluorescence; hits give low values. B-score at 10 µM;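 active = fluorescence-ratio B-score plate-corrected deviation score at least 3 library SD below zero, with starting fluorescence score within 5 deviations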;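 note: channel opened by trigger with iodide after compound preincubation; score built on the fluorescence ratio of max minus min over baseline; more negative score means more quench and so TMEM16A activation or potentiation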
Target sequence (Q8BHY3 whole entry, looked up): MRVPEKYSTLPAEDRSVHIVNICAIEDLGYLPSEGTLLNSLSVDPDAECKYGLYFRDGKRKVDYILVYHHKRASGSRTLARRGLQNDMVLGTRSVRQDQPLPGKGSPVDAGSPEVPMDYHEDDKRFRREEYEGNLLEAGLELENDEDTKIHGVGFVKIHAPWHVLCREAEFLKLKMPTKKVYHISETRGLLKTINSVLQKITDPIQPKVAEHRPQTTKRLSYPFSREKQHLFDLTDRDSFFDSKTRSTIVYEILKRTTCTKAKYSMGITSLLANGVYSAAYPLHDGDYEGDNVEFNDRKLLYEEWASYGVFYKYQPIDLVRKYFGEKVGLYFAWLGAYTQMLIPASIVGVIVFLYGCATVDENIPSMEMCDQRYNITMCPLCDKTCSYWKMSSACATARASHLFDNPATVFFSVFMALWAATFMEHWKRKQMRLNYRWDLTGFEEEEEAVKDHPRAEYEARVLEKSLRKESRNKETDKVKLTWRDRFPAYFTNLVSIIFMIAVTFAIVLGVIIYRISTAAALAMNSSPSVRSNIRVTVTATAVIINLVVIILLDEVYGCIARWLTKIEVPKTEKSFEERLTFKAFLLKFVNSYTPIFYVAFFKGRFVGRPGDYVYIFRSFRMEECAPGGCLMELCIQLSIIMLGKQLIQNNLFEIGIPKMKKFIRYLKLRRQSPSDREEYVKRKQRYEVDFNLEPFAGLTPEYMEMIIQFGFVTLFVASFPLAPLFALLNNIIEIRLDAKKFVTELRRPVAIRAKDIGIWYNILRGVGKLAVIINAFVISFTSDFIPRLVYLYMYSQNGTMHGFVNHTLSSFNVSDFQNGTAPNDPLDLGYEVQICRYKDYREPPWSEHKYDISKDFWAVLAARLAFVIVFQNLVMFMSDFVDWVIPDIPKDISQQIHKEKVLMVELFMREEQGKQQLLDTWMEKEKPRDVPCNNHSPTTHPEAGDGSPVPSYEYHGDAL
MrgX1 antagonist: blocks BAM8-22 activation of human MrgX1 receptor | Q96LB2 | B-score at 10 µM | AID 588676 | 1.3% of 310,000 active | MRGX1-HEK293 calcium flux, Fluo-4, BAM8-22 antagonism; hits give low values;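 active = calcium-response B-score plate-corrected more than 3 library SD below zero, starting fluorescence within 5 deviations, no agonist response on first addition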;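 note: peak minus trough fluorescence over baseline after final BAM8-22 challenge near maximal dose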
TRPC4 block: TRPC4 (mouse) channel inhibition; AID 2247; Q9QUQ5; B-score at 10 µM; 0.39% of 300,000 active; HEK293 TRPC4beta/mu-opioid, DAMGO-evoked Fluo4 calcium flux; hits give low values;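 active = B-score over 3 SD under the library average, no early fluorescence shift, positive overall ratio signal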
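Signal: kinetic Fluo4 fluorescence imaging of calcium influx. Material: stable TRPC4beta/mu-opioid receptor HEK293 cells. Probe or stimulus: DAMGO in two steps, submaximal then maximal.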
SKKanGAS inh: blocks kanamycin growth of S. pyogenes SKKanGAS strain. BacTiter-Glo, 6 h. inhibition, % at 7.5 µM. 1.3% of 300,000 active. AID 1662;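 active = mean replicate score, as percent of positive control median, at least 50; inconclusive = mean below 50 but one replicate at or above 50; inactive = mean and every replicate below 50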;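 note: strain carries kanamycin resistance gene driven by streptokinase promoter and grows in 40 µg/ml kanamycin; loss of luminescence reflects streptokinase promoter inhibition or plain growth inhibition; 0% = median of DMSO wells and 100% = positive control at its reference dose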
TRPC6 act: activates the mouse TRPC6 cation channel; Q61143; HEK293-TRPC6 membrane potential dye fluorescence; hits give high values; B-score at 10 µM; 0.13% of 310,000 active;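 active = B-score of the integrated fluorescence ratio above library mean plus 3 SD, and starting fluorescence ratio within library mean plus 5 SD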;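 note: higher score means more depolarization so channel activation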
ANO1 block: inhibitors of mouse TMEM16A calcium-activated chloride channel. AID 588511. HEK293 TMEM16A/YFP iodide influx fluorescence, ionomycin. Q8BHY3. 1.2% of 310,000 active. normalized B-score (activity score, 25-100; higher = stronger inhibition) at 10 µM;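 active = ratio plate-corrected score three or more library SD toward inhibition, starting fluorescence score within five deviations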;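 note: score derived from kinetic fluorescence span divided by baseline fluorescence per well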
MrgX1 PAM: allosterically activates human MrgX1 receptor signaling. Q96LB2. MrgX1-HEK293, Fluo-4 calcium flux, FDSS; hits give high values. B-score at 10 µM. 0.63% of 310,000 active;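 active = plate-corrected calcium response at least 3 library SD above typical, normal starting fluorescence, not activating the receptor alone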;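 note: compound read alongside a low EC10 to EC30 dose of BAM8-22 agonist; peak minus trough fluorescence over baseline measured at the second addition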
An asterisk follows results filed as active; i = inactive; ? = inconclusive; . = not tested or not shown.

SMILES | TRPC6 inhibitor | TRPC4 potent | MrgX1 ag | TRPC4 agonist | ANO1 activ | MrgX1 antagonist | TRPC4 block | SKKanGAS inh | TRPC6 act | ANO1 block | MrgX1 PAM
CC1CCC(NC(=O)c2ccc(S(C)(=O)=O)cc2)CC1 (configuration not stated) | i | i | i | i | i | i | i | -7 | i | i | i
Cc1ccc(C=Nc2ccccc2C#N)s1 | i | i | i | i | i | i | i | -10 | i | i | i
CC(C)C[C@H](NC(=O)OC(C)(C)C)C(=O)N[C@@H](CO)[C@H](O)[C@@H]1C[C@@H]1C(=O)NC1CCCCC1 | i | i | i | i | i | i | i | 2 | i | i | i
COc1ccc(Oc2coc3cc(OC(=O)N4CCOCC4)ccc3c2=O)cc1 | i | i | i | i | i | i | i | -3 | i | i | i
COc1ccc(CNCCNC(=O)c2cccs2)c(OC)c1OC | i | i | i | i | i | i | i | 0 | i | i | i
Cc1cccc(COCC(Cc2ccccc2)N2CCN(C(=O)c3cc(Cl)cc(Cl)c3)CCC2=O)c1 (configuration not stated) | i | i | i | i | i | i | i | 23 | i | i | i
N#Cc1ccccc1OCC(=O)OCC(=O)c1ccc2c(c1)NC(=O)CO2 | i | i | i | i | i | i | i | -1 | i | i | i
N#CCC(=O)Nc1ccc(C(F)(F)F)cc1N1CCOCC1 | i | i | i | i | i | i | i | 8 | i | i | i
CC(C)(C)NC(=O)NC(=O)CSc1ncccn1 | i | i | i | i | i | i | i | -32 | i | i | i
Cc1cccc(-c2noc(-c3cc4ccccc4oc3=O)n2)c1 | i | i | i | i | i | i | i | 7 | i | i | i
Fc1cccc(/C=N/Nc2nc3ccccc3[nH]2)c1 | i | i | i | i | . | i | i | 13 | i | i | i
CCOCCCNC(=S)N1CCN(Cc2ccco2)CC1 | i | i | i | i | i | i | i | 4 | i | i | i
CNc1c(NC(=O)C2CCC(C)CC2)c(=O)oc2ccccc12 (configuration not stated) | i | i | i | i | i | i | i | -2 | i | i | i
CN(C)c1ccc(C2C3C(=O)N(c4ccc(C(=O)O)cc4)C(=O)C3ON2c2ccccc2)cc1 (configuration not stated) | i | i | i | i | i | i | i | 1 | i | i | i
O=C1N/C(=N/N=C/c2ccccc2O)SC1Cc1ccc(F)cc1 (configuration not stated) | i | i | i | i | i | i | i | ? | i | i | i
CCOC(=O)C1CCN(CCC(=O)Nc2ccc(Cl)cc2)CC1 | i | i | i | i | i | i | i | 0 | i | i | i
O=C(COc1ncnc2ccccc12)c1ccc(Cl)cc1 | i | i | i | i | i | i | i | 3 | i | i | i
COc1ccc(C)cc1NC(=O)C(OC(=O)c1cccc(S(=O)(=O)N(C)c2ccccc2)c1)c1ccccc1 (configuration not stated) | i | i | i | i | i | i | i | -8 | i | i | i
COc1ccc(-c2cc(C)nc(SCC(=O)c3cccc([N+](=O)[O-])c3)n2)cc1 | i | i | i | i | i | i | i | -4 | i | i | i
CC(C(=O)Nc1nncs1)N1C(=O)C2C3C=CC(C3)C2C1=O (configuration not stated) | i | i | i | i | i | i | i | -9 | i | i | i
COc1ccc(-c2cc(=O)oc3c(C)c(OCC(=O)N(C)C)ccc23)cc1 | i | i | i | i | i | i | i | 8 | i | i | i
Oc1ccc(N=C/C=C/c2cccc(Br)c2)cc1-c1nc2ccccc2s1 | i | i | i | i | i | i | i | 13 | i | i | i
COc1ccc(-n2cnc3sc4c(c3c2=O)CCCC4)cc1 | i | i | i | i | i | i | i | 7 | i | i | i
CCNC(=S)N1CCCC(c2nc3ccc(C)cc3[nH]2)C1 (configuration not stated) | i | i | i | i | i | i | i | -4 | i | i | i
Cc1cc(C)nc(N/N=C/c2cccc3ccccc23)n1 | i | i | i | i | i | i | i | -3 | i | i | i
C=C(C)C1CC=C(C)/C(=N/NC(=O)c2cccc([N+](=O)[O-])c2)C1 (configuration not stated) | i | i | i | i | i | i | i | -10 | i | i | i
Cc1cc(NS(=O)(=O)c2ccc(NC(=O)c3cccc(OC(F)F)c3)cc2)nc(C)n1 | i | i | i | i | i | i | i | -2 | i | i | i
CN(CC(=O)N1CCC(C(N)=O)CC1)S(=O)(=O)c1ccc2ccccc2c1 | i | i | i | i | i | i | i | -4 | i | i | i
CCC(C)C(NC(=O)c1ccccc1NC(=O)c1ccco1)C(=O)NNC(=O)c1ccncc1 (configuration not stated) | i | i | i | i | i | i | i | 1 | i | i | i
CCC(O)CC(C(=O)NNc1ccccc1)C(=O)NNc1ccccc1 (configuration not stated) | i | i | i | i | i | i | i | 5 | i | i | i
CC(=O)c1cccc(OCC(=O)Nc2cc(Cl)ccc2-n2cncn2)c1 | i | i | i | i | i | i | i | -8 | i | i | i
CC1CC(C)CN(C(=O)c2ccc(S(=O)(=O)N3CC(C)CC(C)C3)cc2)C1 (configuration not stated) | i | i | i | i | i | i | i | 5 | i | i | i
COc1ccc(NC(=O)C(OC(=O)c2cnccn2)c2ccccc2)cc1Cl (configuration not stated) | i | i | i | i | i | i | i | 8 | i | i | i
CCCCCCn1c(N2CCC(C)CC2)nc2c1c(=O)[nH]c(=O)n2C | i | i | i | i | i | i | i | 9 | i | i | i
COc1cccc(-c2nc(-c3ccncc3)no2)c1 | i | i | i | i | i | i | i | -9 | i | i | i
Fc1cccc(CO/N=C/c2c(-c3ccccc3)nc3ccc(Cl)cn23)c1 | i | i | i | i | i | i | i | 6 | i | i | i
C/C(=N/NC(=O)CNC(=O)c1ccccn1)c1ccccc1 | i | i | i | i | i | i | i | 9 | i | i | i
CCOCCCNC(=O)C(NC(=O)CNC(=O)c1ccccc1)c1ccccc1 (configuration not stated) | i | i | i | i | i | i | i | -4 | i | i | i
COc1ccccc1NC(=O)CN1C(=O)NC2(CCCCCCC2)C1=O | i | i | i | i | i | i | i | 14 | i | i | i
C/C(=N\NC(=O)COc1ccc(C(C)(C)C)cc1)c1cc2ccccc2o1 | i | i | i | i | i | i | i | 19 | i | i | i

Ordered by formula weight (low to high): part of the list above.
SMILES | TRPC6 inhibitor | TRPC4 potent | MrgX1 ag | TRPC4 agonist | ANO1 activ | MrgX1 antagonist | TRPC4 block | SKKanGAS inh | TRPC6 act | ANO1 block | MrgX1 PAM
CCCCCCn1c(N2CCC(C)CC2)nc2c1c(=O)[nH]c(=O)n2C | i | i | i | i | i | i | i | 9 | i | i | i
C/C(=N\NC(=O)COc1ccc(C(C)(C)C)cc1)c1cc2ccccc2o1 | i | i | i | i | i | i | i | 19 | i | i | i
CCOCCCNC(=O)C(NC(=O)CNC(=O)c1ccccc1)c1ccccc1 (configuration not stated) | i | i | i | i | i | i | i | -4 | i | i | i
COc1ccc(NC(=O)C(OC(=O)c2cnccn2)c2ccccc2)cc1Cl (configuration not stated) | i | i | i | i | i | i | i | 8 | i | i | i

Going on with the list.
SMILES | TRPC6 inhibitor | TRPC4 potent | MrgX1 ag | TRPC4 agonist | ANO1 activ | MrgX1 antagonist | TRPC4 block | SKKanGAS inh | TRPC6 act | ANO1 block | MrgX1 PAM
CC(C)Cn1c(SCC(=O)c2c(N)n(C)c(=O)n(C)c2=O)nc2ccccc21 | i | i | i | i | i | i | i | 8 | i | i | i
Cc1noc(C)c1COC(=O)/C=C/c1ccc(Cl)cc1 | i | i | i | i | i | i | i | -10 | i | i | i
CC(C)c1ccc(N=C2N=C(N)c3ccccc32)cc1 | -6.1* | i | i | i | i | i | i | -13 | i | i | i
Cn1c(C(=O)N2CCN(Cc3ccc4c(c3)OCO4)CC2)cc2c(=O)n(C)c3ccccc3c21 | i | i | i | i | i | i | i | 1 | i | i | i
Cc1ccc(NC(=O)CCC(=O)Nc2nnc(C3CCCCC3)s2)cc1 | i | i | i | i | i | i | i | 4 | i | i | i
O=C(O)c1cccc(N2C(=O)/C(=C/c3ccc([N+](=O)[O-])cc3)C=C2c2ccccc2)c1 | i | i | i | i | i | i | i | 6 | i | i | i
Cc1nn(C)cc1S(=O)(=O)NCc1ccc2c(c1)OCO2 | i | i | i | i | i | i | i | -1 | i | i | i
O=C1CSC(=S)N1c1ccc(Cl)c(Cl)c1 | i | i | i | i | . | i | i | -4 | i | i | i
CSc1c(CC(=O)NCCO)n(C)c2ccccc12 | i | i | i | i | i | i | i | -2 | i | i | i
Cc1ccc([C@@H]2[C@@H]3C(=O)N(C)C(=O)[C@@H]3[C@]3(C)C(=O)N(Cc4ccc(-c5ccccc5)cc4)CC(=O)N23)o1 | i | i | i | i | i | i | i | 4 | i | i | i
COc1cc(NC(=O)c2cc(-c3ccc4c(c3)OCO4)on2)cc(OC)c1OC | i | i | i | i | i | i | i | -2 | i | i | i
O=C(NCCN1CCOCC1)C1CCC(=O)N1Cc1ccccc1Cl (configuration not stated) | i | i | i | i | i | i | i | -2 | i | i | i
Cc1ccn2c(-c3csc(NCc4ccco4)n3)c(C)nc2c1 | i | i | i | i | i | i | -6* | 1 | i | i | i
CCN1CCN(C(=S)c2ccc(SC)cc2)CC1 | i | i | i | i | i | i | i | -1 | i | i | i
CN(CC(=O)Nc1c(Cl)cccc1Cl)C(=O)Cc1ccc2c(c1)CCC2 | i | i | i | i | i | i | i | -6 | i | i | i
COc1ccc(C#Cc2c(-c3ccc(OC)cc3)oc3ccc(-c4ccc(OC)cc4)cc23)cc1 | i | i | i | i | i | i | i | 5 | i | i | i
Cc1nn(CCc2nn[nH]n2)c2nc(-c3ccccc3)cc(C(F)(F)F)c12 | i | i | i | i | i | i | i | -6 | i | i | i
CCOCCCn1c(=S)[nH]c2ncccc2c1=O | i | i | i | i | i | i | i | -3 | i | i | i
CCCC(C)NC(C)C(=O)NC1CCCC1 (configuration not stated) | i | i | i | i | i | -5* | i | 1 | i | i | i
COc1cc(OC)cc(C(=O)NC(C(=O)N2CCc3ccccc3C2)C(C)C)c1 (configuration not stated) | i | i | i | i | i | i | i | -5 | i | i | i
Cc1ccc(C(=O)O/N=C(\N)Cc2cccs2)c(Cl)c1 | i | i | i | i | i | i | i | 5 | i | i | i
CCOC(=O)N1CCN(C(=O)Cn2nc(C)c3sc4ccccc4c3c2=O)CC1 | i | i | i | i | i | i | i | -4 | i | i | i
O=C(CCNC(=O)Cn1ccc2ccccc2c1=O)NCCCN1CCN(c2ccccc2F)CC1 | i | i | i | i | i | i | i | -2 | i | i | i
